# aGlu spleen mod: qHTS Assay for Inhibitors and Activators of Human alpha-Glucosidase From Spleen Homogenate | Lysosomal alpha-glucosidase (Homo sapiens), P10253 | human spleen homogenate, 4-MU-alpha-glucoside fluorescence | Potency, µM (series often up to 79.9 µM), inactives show at the highest dose activity change, negative = inhibition, most hits filed as inhibitors | actives 0.006% (n = 240,000);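 further: 0% = enzyme with vehicle and -100% = no enzyme basal signal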
#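 AC50 values come from Hill-equation fits of concentration-response data, normalized to no-enzyme and full-activity controls. Enzyme source: 1 ug human spleen homogenate; 1 mM fluorogenic 4-MU glucoside, pH 5.0 citrate buffer, 37 C, 40 min.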
# TRb-SRC2 inh: qHTS for Inhibitors of the Interaction of Thyroid Hormone Receptor and Steroid Receptor Coregulator 2; Thyroid hormone receptor beta (Homo sapiens), P10828; TRbeta-SRC2 peptide binding, fluorescence polarization; receptor liganded with 1 µM T3; Potency, µM (highest dose often 106 µM), for the others: at the top dose activity change, negative = inhibition, hits mostly inhibitors; actives 0.065% (n = 280,000);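 further: plate controls were bound peptide for no effect and peptide without receptor for full effect; nearly all actives have a fitted effect of over 50% in size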
#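 A fluorescence polarization screen tested compounds at multiple concentrations against complex formation between 0.6 uM TRb ligand-binding domain and 20 nM Texas Red SRC2 peptide, with 1 uM T3 present; readout after 5 hr.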
# RECQ1 inh: qHTS Assay for Inhibitors of RecQ-Like Dna Helicase 1 (RECQ1); AID 2549, 2010; RECQ1 DNA unwinding, red fluorescence kinetic read; ATP-dependent DNA helicase Q1 (Homo sapiens), P46063; actives 0.54% (n = 240,000); Potency, µM (highest dose often 57.3 µM), without a hit: at the top dose activity, negative = inhibition, usual class: inhibitors;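 further: plate controls were vehicle for no effect and no enzyme for full effect; nearly all actives have a fitted effect of over 30% in size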
# Target sequence (P46063 whole entry, looked up): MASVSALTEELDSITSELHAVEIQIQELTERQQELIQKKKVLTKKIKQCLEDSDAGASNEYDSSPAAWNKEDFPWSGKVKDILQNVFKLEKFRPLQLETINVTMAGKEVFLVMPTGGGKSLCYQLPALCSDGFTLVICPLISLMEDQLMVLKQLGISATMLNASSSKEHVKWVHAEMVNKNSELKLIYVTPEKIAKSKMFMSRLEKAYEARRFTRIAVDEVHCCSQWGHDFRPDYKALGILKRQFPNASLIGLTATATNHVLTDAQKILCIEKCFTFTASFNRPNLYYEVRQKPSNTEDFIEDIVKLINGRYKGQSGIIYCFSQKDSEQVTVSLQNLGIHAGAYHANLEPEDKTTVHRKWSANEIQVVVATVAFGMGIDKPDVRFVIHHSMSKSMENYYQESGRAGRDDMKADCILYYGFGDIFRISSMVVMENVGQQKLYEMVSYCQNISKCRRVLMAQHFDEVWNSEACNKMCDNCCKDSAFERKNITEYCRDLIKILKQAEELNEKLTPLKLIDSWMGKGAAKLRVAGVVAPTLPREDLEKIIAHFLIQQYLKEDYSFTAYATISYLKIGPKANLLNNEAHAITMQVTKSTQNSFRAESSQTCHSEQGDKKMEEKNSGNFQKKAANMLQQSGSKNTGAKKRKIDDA
#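 50 nM RECQ1T1 preincubated 15 min with compound in Tris pH 8.0 buffer with MgCl2, DTT, Tween-20 and 2.5 ug/ml poly(dI-dC); started with 200 nM TAMRA/BHQ-2 forked duplex and 2 mM ATP. Unwinding read as fluorescence (525/598 nm), two reads 2 h apart.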
# TexasRed fluor: Total Fluorescence Counterscreen for Inhibitors of the Interaction of Thyroid Hormone Receptor and Steroid Receptor Coregulator 2; AID 1479, 2009; Potency, µM (series often up to 106 µM), inactives show top-dose fluorescence change, negative = quenching; actives 0.29% (n = 280,000); TRb/SRC2 Texas Red total fluorescence interference; active means well fitted curve in either direction with a large enough effect; inconclusive means small, poorly fitted or top-dose-only effect
#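 Flags fluorescent or light-absorbing compounds by total fluorescence, S + 2P, at 555 nm excitation and 632 nm emission. Mixture: 20 nM Texas Red SRC2 peptide, 0.6 uM human TRb LBD, 1 uM T3, 5% DMSO; compound exposure 5 h at ambient temperature.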
# GAA inhib: qHTS Assay for Inhibitors of Human alpha-Glucosidase as a Potential Chaperone Treatment of Pompe Disease; purified human GAA, 4-MU-alpha-glucoside fluorescence; actives 0.005% (n = 200,000); AID 1466, 2008; Potency, µM (top dose mostly 76.9 µM), for inactives: at the highest dose activity change, negative = inhibition, usual class: inhibitors;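 further: plate controls were uninhibited enzyme wells for no effect and no-enzyme background for full effect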
#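 Human enzyme at 4 nM with 400 uM 4-methylumbelliferyl-alpha-D-pyranoside, citrate/phosphate buffer pH 5.0, 0.005% Tween-20, 20 min at room temperature. Compounds up to 77 uM. 4-MU fluorescence (Ex 365/Em 440) read after NaOH/glycine stop; AC50 from Hill fit.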
# GoLoco inh red: qHTS Assay for Inhibitors of RGS12 GoLoco Motif Activity (Red Fluorophore); Potency, µM (titrated, usually from 61.6 µM), inactives show at the top dose activity, negative = inhibition, actives largely listed as inhibitors; AID 880, 2007; Guanine nucleotide-binding protein G(i) subunit alpha-1 (Homo sapiens), P63096; Gai1:RGS12 GoLoco peptide FP, rhodamine, 10 min; actives 0.44% (n = 230,000); active means well fitted inhibition curve with a large enough effect, not every such curve was filed as active; inactive means no such curve, though single readings can be large or run the other way; further: nearly all actives have a fitted effect of over 30% in size; many of its hits are not listed in these tables
# Target sequence (P63096 whole entry, looked up): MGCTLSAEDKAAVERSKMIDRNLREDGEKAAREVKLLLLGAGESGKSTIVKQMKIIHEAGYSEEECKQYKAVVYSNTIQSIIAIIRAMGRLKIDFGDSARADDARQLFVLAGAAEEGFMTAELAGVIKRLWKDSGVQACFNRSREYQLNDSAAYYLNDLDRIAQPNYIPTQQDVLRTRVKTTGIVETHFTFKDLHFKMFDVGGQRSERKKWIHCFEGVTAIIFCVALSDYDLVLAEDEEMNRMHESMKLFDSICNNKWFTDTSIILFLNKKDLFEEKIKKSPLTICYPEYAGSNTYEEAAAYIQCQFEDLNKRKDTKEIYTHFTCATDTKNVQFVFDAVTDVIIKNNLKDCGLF
# L3MBTL1 inh: qHTS Assay for the Inhibitors of L3MBTL1 | Lethal(3)malignant brain tumor-like protein 1 (Homo sapiens), Q9Y468 | AlphaScreen L3MBTL1–H3K9me1 peptide binding | Potency, µM (doses to about 57.1 µM), for the others: top-dose activity, negative = inhibition, actives largely listed as inhibitors | actives 0.66% (n = 230,000); further: nearly all actives have a fitted effect of over 60% in size
#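 L3MBTL1 (50 nM) pre-complexed 30 min with biotinylated H3(1-15)K9me1 peptide (75 nM), then compounds added for 30 min at room temperature; AlphaScreen streptavidin donor/nickel chelate acceptor beads (10 ug/mL final) read after 30 min dark incubation.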
# GAA glycogen: qHTS Assay for Inhibitors and Activators of Human alpha-Glucosidase Cleavage of Glycogen; Potency, µM (series often up to 76.4 µM), for the others: at the top dose activity change, negative = inhibition, most hits filed as inhibitors; AID 2100, 2009; recombinant GAA, glycogen substrate, Amplex Red glucose oxidase fluorescence; actives 0.38% (n = 300,000);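 further: 0% = full enzyme reaction and -100% = no-enzyme basal signal; the screen sought inhibitors and activators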
#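 Recombinant enzyme (4 nM final) with compounds titrated up to 77 uM and bovine liver glycogen (30 ug) in citrate pH 5.0, 0.01% Tween-20, 37 C 40 min. Released glucose detected by Amplex Red/glucose oxidase (Ex 573/Em 610); AC50 from Hill fits.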
# Numbers without * were called inactive; i = inactive; ? = inconclusive; . = no result given; [ ] = remark or other dose. Unless noted, the call rests on the fitted dose curve; in most records, active means well fitted curve in the direction sought with a large enough effect; inconclusive means small, poorly fitted or top-dose-only effect, or another doubt; inactive means no such curve, though single readings can be large; an effect the other way counts as inactive or inconclusive. Unless noted, on the % scale 0 is the no-effect control and ±100 the full control effect; potency means the concentration at half of the fitted maximal effect.
SMILES,aGlu spleen mod,TRb-SRC2 inh,RECQ1 inh,TexasRed fluor,GAA inhib,GoLoco inh red,L3MBTL1 inh,GAA glycogen
Cc1cc(NC(=O)CSc2nc3ccccc3s2)no1,-2%,-11%,12%,0%,3%,-7%,.,8%
c1ccc(CC2CCCNC2)cc1 (stereo not drawn),3%,5%,-3%,0%,-1%,6%,1%,11%
CC1CCCN(Cc2c(O)ccc3c(=O)c(-c4nc5ccccc5s4)c(N)oc23)C1 (stereo not drawn),-11%,-12%[53 µM],i,-8%[53 µM],2%,23%,-6%,-2%
c1ccc(-c2cnnc(N3CCOCC3)n2)cc1,-1%,2%,-3%,-1%,-5%,3%,-8%,1%
CCCCOC(=O)NC(NCC(O)c1ccccc1)(C(F)(F)F)C(F)(F)F (stereo not drawn),-5%,-6%,-4%,2%,-2%,4%,.,-7%
Cc1ccc(C(=O)Nc2cccc(-c3nc4ncccc4o3)c2)cc1,13%,0%,-2%,0%,.,13%,-17%,11%
Cc1cc(C)c2c(N)c(C(=O)NN3CC(=O)N(c4ccccc4)CC3=O)sc2n1,17%,-1%,29%,2%,.,11%,-8%,?
CCOC(=O)C1CCN(CC(=O)Nc2ccc(OC)c(Cl)c2)CC1,5%,6%,-10%,2%,-2%,-16%,-14%,2%
Cc1ccc2[nH]c(C(=O)O)c(NC(=O)c3ccccc3[N+](=O)[O-])c2c1,11%,5%,-3%,-4%,10%,-6%,6%,-3%
COCCCN1C(=O)C(=O)/C(=C(/O)c2ccc(OCC(C)C)cc2)C1c1cccnc1 (stereo not drawn),-3%,0%,i,-1%,-5%,-12%,9%,-4%
CCc1c(C)nc(SCC(=O)N2CCN(c3ccccc3)CC2)[nH]c1=O,3%,-4%,3%,2%,2%,-7%,.,-14%
COc1ccc(C(=O)CSc2nc3nc(C)cc(C)n3n2)cc1OC,-1%,4%,-13%,0%,-2%,9%,.,7%
CC(=O)Nc1ccc(/C=N/Nc2ccc(C(=O)c3c(C)cc4ccccn34)cc2[N+](=O)[O-])cc1,2%,3%,i,-4%,.,13%,.,4%
Cc1cccc(N2CCN(C(=O)c3cc(C)oc3C)CC2C)c1 (stereo not drawn),-12%,11%,i,1%,-2%,-1%,2%,-7%
Cc1onc(-c2ccccc2)c1C(=O)Nc1cccc(OC(C)C)c1,-5%,-1%,-13%,-3%,-2%,4%,3%[11.4 µM],-4%
COc1ccc(NC(=O)N2CCCC2)cc1OC,-6%,-16%[53 µM],-8%,3%[53 µM],7%,-23%,45%[activator],7%
Cc1cc(Cl)ccc1N=C1N=C(N)c2ccccc21,4%,5%,-3%,-15%,-3%,-9%,-5%,-4%
O=C(c1cncc(Br)c1)N1CCN(c2ccc(N3CCOCC3)nn2)CC1,12%,-22%,-7%,-1%,0%,-8%,.,2%
CC(=O)C1=C(C)Nc2ncnn2C1c1ccc(Cl)cc1 (stereo not drawn),-8%,-10%,i,1%,-3%,10%,-1%[11.4 µM],1%
Cc1ccc(C)c(NC(=S)Nc2ccc(S(=O)(=O)Nc3ncccn3)cc2)c1,-9%,3%,7%,0%,1%,12%,6%,-9%

# Structures shown so far that contain two or more sulfur atoms, in the order listed:
SMILES,aGlu spleen mod,TRb-SRC2 inh,RECQ1 inh,TexasRed fluor,GAA inhib,GoLoco inh red,L3MBTL1 inh,GAA glycogen
Cc1cc(NC(=O)CSc2nc3ccccc3s2)no1,-2%,-11%,12%,0%,3%,-7%,.,8%
Cc1ccc(C)c(NC(=S)Nc2ccc(S(=O)(=O)Nc3ncccn3)cc2)c1,-9%,3%,7%,0%,1%,12%,6%,-9%

# Continued:
SMILES,aGlu spleen mod,TRb-SRC2 inh,RECQ1 inh,TexasRed fluor,GAA inhib,GoLoco inh red,L3MBTL1 inh,GAA glycogen
CCOC(=O)CNC(=O)Cn1c(C)cc2ccccc2c1=O,-1%,5%,-8%,-3%,9%,6%,2%,7%
CN(C(=O)c1ccno1)c1nnc(-c2ccccn2)s1,2%,2%,-7%,-1%,-3%,-5%,-1%,4%
CC(=O)N[C@@H](Cc1c[nH]c2ccccc12)C(=O)OCC(=O)Nc1ccc(Cl)c(S(=O)(=O)N(C)C)c1,-1%,3%,-16%,-2%,?,1%,-18%,-1%
c1ccc(-c2csc(N3CCSCC3)n2)cc1,-15%,-5%,-6%,-2%,-4%,-6%,93%[activator],1%
Nc1ccc2c(c1)Oc1ccccc1C=C2,.,-2%,i,-2%,-10%,21%,14%,-2%
CCOc1cccc2cc(C(=O)N3CCc4ccccc43)c(=O)oc12,-6%,-4%,-11%,0%,1%,68%[activator],0%,-15%
CCCCOCC(O)CCc1n[nH]c(=S)n1-c1ccccc1 (stereo not drawn),0%,4%,-1%,-3%,-7%,17%,46%[activator],-8%
COc1ccc([C@@H]2C[C@@H](c3ccccc3)Oc3cc(C)cc(C)c32)cc1,2%,5%,5%,-1%,.,-5%,.,-5%
C=CCn1c(COc2ccc(Cl)cc2)nnc1SCC(=O)N1CC(=O)Nc2ccccc21,-11%,11%,-4%,-2%,-14%,7%,-2%[11.4 µM],1%
Cc1ccc(-c2nnn(CC(=O)N(c3ccccc3)C(C(=O)NC3CCCC3)c3ccco3)n2)o1 (stereo not drawn),5%,-1%,-4%,-4%,-4%,3%,.,4%
Cc1ccc2nc(SC(C)C(=O)N3CCCC3)[nH]c2c1 (stereo not drawn),-12%,-13%,-2%,-3%,5%,6%,6%,5%
Cc1cccc2c1-c1sc(C(=O)N3CCc4ccccc4C3)cc1CO2,2%,1%,-5%,-2%,9%,-4%,167%[activator],-8%
Cc1csc2ncc(C(=O)NCc3ccccc3Cl)c(=O)n12,-11%,-4%,-1%,-3%,7%,9%,?,-2%
O=C(CCC(=O)OCC(F)(F)C(F)F)Nc1ccc(F)cc1F,-3%,-10%,-3%,2%,-2%,9%,0%,3%
COC(=O)C/C=C\[C@@H](C)[C@@H](/C=N\OC[C@@H](O)COCc1ccco1)OC,-4%[17.4 µM],-1%[11.2 µM],13%[11.5 µM],1%[11.2 µM],.,.,.,.
COc1cccc(-n2nnc3c(=O)n(CC(=O)Nc4ccc(C)cc4)cnc32)c1,-1%,7%,i,0%,8%,11%,-1%,10%
COC(=O)c1ccc(NC(=S)NCCCN2CCCC2=O)cc1,-2%,-2%,-6%,-6%,0%,4%,1%[11.4 µM],-7%
CO[C@H]1COC(=O)[C@@H](C)COC(=O)[C@@H](Cc2ccccc2)NC(=O)C/C=C\[C@H]1C,2%[17.4 µM],3%[11.2 µM],14%[11.5 µM],0%[11.2 µM],.,.,.,.
O=C(O)c1ccccc1C(=O)Nc1ccc(-n2ccc(C(F)(F)F)n2)cc1,0%,-2%,-3%,-2%,.,11%,8%,6%
Cc1nc2ccccc2nc1CN1CCC(CO)(CC2CCCCO2)CC1 (stereo not drawn),0%,-2%,-8%,1%,0%,0%,6%,-2%
CC[n+]1ccc(C)c2cc(SC(F)(F)F)ccc21,-5%,4%,-3%,3%,6%,7%,.,1%
Cc1cc2ccccn2c1C(=O)c1cccc([N+](=O)[O-])c1,-5%,5%,-3%,0%,-4%,1%,.,-4%
C=CCC1C=CCC(CC=C)N1C(=O)c1ccccc1[N+](=O)[O-] (stereo not drawn),-3%,0%,-10%,-2%,6%,6%,0%,7%
COc1ccc(NS(=O)(=O)c2ccc(N3CCCC3=O)cc2)cn1,.,-9%,-4%,2%,-1%,2%,19%,-3%
CC1(C)C(CO)=CC(=O)C2=C1SCC(=O)N2,4%,6%,i,0%,-9%,3%,6%,5%
Cc1c(NC(=O)C(C)Oc2ncnc3ccccc23)c(=O)n(-c2ccccc2)n1C (stereo not drawn),-2%,-10%,-11%,1%,-1%,5%,3%,-11%
CC(C)N(Cc1nc(-c2ccccc2)no1)C(=O)CCCN1C(=O)c2ccccc2C1=O,-28%,-6%,i,1%,-6%,5%,.,-6%
Cc1ccc(OCC(=O)Nc2ccc(N3CCOCC3)cc2)c([N+](=O)[O-])n1,-20%,2%,0%,-3%,-3%,5%,-31%,-1%
COc1ccc2c(c1)nc(SCC(=O)c1cccs1)n2C,-1%,1%,0%,-2%,?,2%,5%,-4%
COc1ccc(-c2ccc(C(C)=O)cc2)cc1C1C2C=CCC(C)C2C(=O)N1Cc1ccccc1 (stereo not drawn),2%,1%,-10%,1%,.,.,.,.
CCCOc1ccc2nc(C)c(CCC)c(SC(=N)N)c2c1,0%,-9%,-8%,-3%,.,-2%,-13%,1%
CCOC(=O)CN(C(=O)c1ccccc1[N+](=O)[O-])C(C)(C)C,-3%,-2%,2%,2%,.,7%,-8%,-8%
Cc1noc(C)c1COC(=O)[C@H](C)NS(=O)(=O)c1ccc(Cl)c(Cl)c1,6%,-3%,-10%,-2%,6%,0%,.,8%
O=C(CN1CCC(NC(=O)Cc2ccccc2)CC1)Nc1cccc2ccccc12,-2%,-4%,-4%,1%,-1%,10%,-7%,14%
N#CC(C#N)=Cc1cc2ccccc2nc1N1CCCCC1,-1%,9%,0%,-5%,5%,-3%,-15%,-9%
O=C(Oc1cccnc1)c1ccc([N+](=O)[O-])cc1,-1%,5%,0%,-3%,1%,1%,-4%,10%
CCOC(=O)c1c(NC(=S)N2CCN(C)CC2)sc2c1CCN(C(=O)OCC)C2,1%,2%,-19%,0%,.,-1%,?,-27%

# Screening data (PubChem)

# The list is partial; rates above refer to the full screens.
